# USP8 block: human USP8 deubiquitinase inhibition; P40818; purified USP8, Ub-rhodamine cleavage fluorescence, 30 min; inhibition, % at 20 µM; hit rate 4.2% among 47,000; AID 1645853
# UCHL1 inh: inhibitors of human UCHL1 deubiquitinase | P09936 | purified UCHL1, Ub-rhodamine cleavage fluorescence | inhibition, % at 20 µM | hit rate 0.2% among 47,000
# USP28 inh: human USP28 deubiquitinase inhibition. purified USP28, Ub-rhodamine cleavage fluorescence, 30 min. inhibition, % at 25 µM. hit rate 3% among 47,000
# USP10 inh: human USP10 deubiquitinase inhibition; Q14694; purified USP10, Ub-rhodamine fluorescence, 60 min; inhibition, % at 20 µM; hit rate 1.1% among 47,000
# OTUD3 inh: inhibitors of human OTUD3 deubiquitinase; purified OTUD3, Ub-rhodamine fluorescence, 2 h; inhibition, % at 25 µM; hit rate 0.7% among 47,000; AID 1645858
# Target sequence (Q5T2D3 whole entry, looked up): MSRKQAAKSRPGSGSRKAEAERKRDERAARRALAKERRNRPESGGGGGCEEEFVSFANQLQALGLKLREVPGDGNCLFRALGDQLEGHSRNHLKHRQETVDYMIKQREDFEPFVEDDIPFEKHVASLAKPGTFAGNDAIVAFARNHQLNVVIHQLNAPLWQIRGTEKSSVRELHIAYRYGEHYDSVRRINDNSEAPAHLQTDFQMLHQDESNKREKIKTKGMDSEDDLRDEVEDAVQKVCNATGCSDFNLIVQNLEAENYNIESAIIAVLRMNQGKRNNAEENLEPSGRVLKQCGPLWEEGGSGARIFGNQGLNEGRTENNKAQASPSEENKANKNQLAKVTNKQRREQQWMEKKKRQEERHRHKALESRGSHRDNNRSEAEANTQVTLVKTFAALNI
# USP7 block: human USP7 deubiquitinase inhibition; purified USP7, Ub-rhodamine cleavage fluorescence; inhibition, % at 20 µM; hit rate 0.3% among 47,000
# USP30 inh: human USP30 deubiquitinase inhibition | Q70CQ3 | purified USP30, Ub-rhodamine cleavage fluorescence | inhibition, % at 25 µM | hit rate 5.3% among 47,000
# Target sequence (Q70CQ3 whole entry, looked up): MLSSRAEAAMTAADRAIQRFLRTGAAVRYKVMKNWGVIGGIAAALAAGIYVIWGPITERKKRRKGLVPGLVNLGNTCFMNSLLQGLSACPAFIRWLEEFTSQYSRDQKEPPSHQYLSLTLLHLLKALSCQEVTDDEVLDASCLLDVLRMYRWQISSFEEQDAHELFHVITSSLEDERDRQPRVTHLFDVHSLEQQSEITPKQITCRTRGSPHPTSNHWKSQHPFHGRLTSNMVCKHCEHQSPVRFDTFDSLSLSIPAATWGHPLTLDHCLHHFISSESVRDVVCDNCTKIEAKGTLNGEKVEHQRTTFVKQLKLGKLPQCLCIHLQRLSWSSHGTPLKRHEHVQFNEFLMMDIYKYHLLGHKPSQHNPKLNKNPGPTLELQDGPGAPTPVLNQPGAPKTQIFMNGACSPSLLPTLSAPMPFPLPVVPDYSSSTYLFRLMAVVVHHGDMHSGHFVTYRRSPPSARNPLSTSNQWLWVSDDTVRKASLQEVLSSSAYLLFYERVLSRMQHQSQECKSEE
# USP17 inh: blocks human USP17 ubiquitin-rhodamine cleavage; inhibition, % at 50 µM; hit rate 6.5% among 47,000; AID 1645855; purified USP17, Ub-rhodamine cleavage fluorescence, 3 h; A8MUK1
# The depositor's hits bear a star; x = not tested or not shown. No stated cut-off is given here; in the data, active means inhibition above about 30%; inactive means the rest. Hits appear at their usual frequency; 13% or so of the library scored in one or more.
USP8 block	UCHL1 inh	USP28 inh	USP10 inh	OTUD3 inh	USP7 block	mol	USP30 inh	USP17 inh
-12	-5	-12	-8	-6	-3	Cc1ncc(C(=O)N2CCOC(c3ccc(Nc4ccc(F)cn4)cn3)C2)c(C)n1 (stereo not given)	-41	-13
36*	1	0	18	0	4	NS(=O)(=O)c1ccc(NC(=O)C2Cc3ccccc3C(=O)O2)cc1 (stereo not given)	6	16
-2	-3	-14	0	-7	-2	O=C(Nc1ccc(F)cc1)C1CCN(C(=O)c2cc(-c3cccnc3)n[nH]2)CC1	-18	-20
-1	0	x	1	1	4	CC(C)NC(=O)C1C2C(=O)Nc3ccccc3C(=O)C21C (stereo not given)	x	1
0	0	1	4	-4	-1	CS(=O)(=O)N1CC(C(=O)Nc2ccc(F)cc2)Oc2ccccc21 (stereo not given)	-4	-4
2	0	-11	2	-7	3	Cc1cc(CC2CCN(C(=O)c3cc(=O)n(C)c(=O)n3C)CC2)ccn1	0	-24
16	0	11	0	7	5	Cc1nnc(NCc2ccc(Cl)cc2)[nH]c1=O	26	13
44*	6	-5	4	0	7	Cc1nc(N2CCC(C)CC2)ncc1-c1cc(=O)[nH]c(N2c3ccccc3CC2C)n1 (stereo not given)	-37	12
1	3	2	0	8	8	CO[C@H]1/C=C/[C@@](C)(O)/C=C/C(=O)O[C@H](C)C(C)C(O)C/C=C/1C (stereo not given in full)	-4	0
4	-2	-10	2	-7	-3	CCOC(=O)C1CCN(c2nn3c(C)nnc3c3ccccc23)CC1	-2	-8
1	4	-3	24	-12	9	Cc1ccc2[nH]c(=O)c(-c3nc4ccccn4c3NCc3ccccc3)cc2c1	-11	17
6	5	5	-2	8	5	Cc1oc(-c2[nH]ncc2C(=O)N(C)C)cc1S(=O)(=O)N1CCN(c2ccccn2)CC1	13	5
10	5	29	20	8	-7	O=S(=O)(Nc1ccccc1Cc1ccccc1)c1ccc(F)cc1	38*	36*
-51	-3	-9	-1	-1	-2	CSc1ccccc1NC(=O)c1ccc(N2CCOCC2)nn1	5	x
-3	3	10	2	5	1	COc1ccc(CC(=O)NCc2cc(-c3ccccc3)on2)cc1OC	0	-4
94*	29	62*	41*	61*	-33	Oc1cccc2nc3c(O)cccc3nc12	56*	96*

# USP17 inh, hit marks shown above
USP8 block	UCHL1 inh	USP28 inh	USP10 inh	OTUD3 inh	USP7 block	mol	USP30 inh	USP17 inh
10	5	29	20	8	-7	O=S(=O)(Nc1ccccc1Cc1ccccc1)c1ccc(F)cc1	38*	36*
94*	29	62*	41*	61*	-33	Oc1cccc2nc3c(O)cccc3nc12	56*	96*

# Next part.
USP8 block	UCHL1 inh	USP28 inh	USP10 inh	OTUD3 inh	USP7 block	mol	USP30 inh	USP17 inh
2	1	-7	6	0	2	Cn1c(=O)[nH]c2c(C(=O)N3CCN(c4ccccc4)CC3)snc2c1=O	10	0
-137	7	1	0	-4	-50	O=C1NCCCn2cc(S(=O)(=O)NC3CCCCC3)cc21	-83	-13
8	0	11	2	-4	-38	Cc1ccc(Cn2c(C3CCCO3)nc3ccccc32)cc1 (stereo not given)	10	0
-9	0	9	-5	3	1	CC(C)c1ccccc1NC(=O)Cc1cccc2cccnc12	-25	11
24	0	8	-3	13	1	Cc1ccc(NC(=O)Cn2c(-n3nc(C)cc3C)nc3c(c2=O)CCCC3)c(C)c1	31*	59*
1	-1	0	3	-4	-1	Cc1ccc(S(=O)(=O)CC(O)COc2ccccc2C#N)cc1 (stereo not given)	-10	-4
26	1	26	7	16	6	O=C(Nc1ccccc1F)NC1CCN(c2ccc(F)cc2)C1=O (stereo not given)	80*	51*
-58	6	2	3	7	-2	CC(=O)c1cc2c(cc1NC(=O)CN(C)Cc1ccc3c(c1)OCO3)OCO2	16	-7

# 2 entries drawn at random from those above, as already listed:
USP8 block	UCHL1 inh	USP28 inh	USP10 inh	OTUD3 inh	USP7 block	mol	USP30 inh	USP17 inh
94*	29	62*	41*	61*	-33	Oc1cccc2nc3c(O)cccc3nc12	56*	96*
10	5	29	20	8	-7	O=S(=O)(Nc1ccccc1Cc1ccccc1)c1ccc(F)cc1	38*	36*

# Remaining list, next part.
USP8 block	UCHL1 inh	USP28 inh	USP10 inh	OTUD3 inh	USP7 block	mol	USP30 inh	USP17 inh
62*	3	2	0	5	2	O=C(Nc1cccc2ccccc12)N1CCN(Cc2ccc3c(c2)OCO3)CC1	0	41*
8	7	16	9	18	3	Cc1ccc(-c2cc(C(=O)N3CCc4ccccc4C3)nn2C2CCS(=O)(=O)C2)cc1 (stereo not given)	31*	9
-7	0	-5	1	-1	2	COc1cccc2c(=O)n(CC(=O)N3CCCc4ccccc43)ccc12	10	-1
-22	2	-1	-6	1	-2	O=[N+]([O-])c1ccc(C(c2ccc[nH]2)c2ccc[nH]2)cc1	-55	37*
-56	-4	11	-5	-7	-33	CC(C)c1cc(N2CCCCC2)nc(-c2ccccn2)n1	-6	-15
8	4	10	7	-5	1	COc1ccc(-c2nnc(SC(C(=O)c3ccccc3)c3ccccc3)o2)cc1 (stereo not given)	-12	29
14	2	7	2	16	3	Cc1nnc(NC(=O)CN2CCCCC2c2nc(C(C)C)no2)s1 (stereo not given)	20	7
3	2	20	-1	16	3	O=C(CC1=NS(=O)(=O)c2ccccc2N1)Nc1cccc(F)c1	14	21
0	0	-4	5	-2	0	COc1ccccc1NS(=O)(=O)c1cccc(C(=O)OCC(=O)NC(C)c2ccccc2)c1 (stereo not given)	1	4
13	-1	15	0	8	2	Cc1ccc(NC(=O)N2CCN3C(=O)N(Cc4ccccn4)C(=O)C3(C)CC2)cc1 (stereo not given)	22	15
16	2	-3	-5	-6	-29	CC(C)c1ccc(C2CC(=O)c3cnc(NC(=O)c4cccc(Cl)c4)nc3C2)cc1 (stereo not given)	-70	-3
3	0	-2	1	-6	2	CC(=O)Nc1ccc(S(=O)(=O)N2CCC(CN3CCCCC3)CC2)cc1	16	-14
-3	2	3	1	10	-16	CCN(CCCNC(=O)CCc1nnc2n(CCC(C)C)c(=O)c3ccccc3n12)c1cccc(C)c1	-13	20
-143	0	13	0	1	-2	O=C(Nc1nnc2ccccn12)c1ccc2c(c1)OCO2	-18	-19
18	6	9	0	1	6	COc1ccc(OC)c(-c2nnc(-c3ccc(OCc4ccccc4)c(OC)c3)o2)c1	15	20
1	3	x	0	-1	4	Cc1ccc(-c2nnc3ccc(N4CCCC4)nn23)cc1	x	20
4	2	-1	5	-7	-14	CC1CC(=O)Nc2cc(S(=O)(=O)NCc3ccc(Br)cc3)ccc2S1 (stereo not given)	-2	-5
-10	4	-11	0	-12	-3	COc1ccccc1N1CCN(C(=O)c2[nH]c3ccccc3c2NC(=O)c2ccc(Cl)cc2)CC1	-22	2
-5	-1	0	-4	-5	-1	O=C(c1cc(-c2ccc(F)cc2)n[nH]1)N1CCN(C(=O)c2ccco2)CC1	6	-3
38*	5	5	22	6	7	CCN(c1ccccc1)S(=O)(=O)c1ccc2[nH]cc(C(=O)NCc3cccnc3)c(=O)c2c1	-1	16
-9	-1	-11	0	-11	-13	COc1ccccc1C(=O)Nc1c(C(=O)N2CCN(C)CC2)oc2ccccc12	-14	-22
-75	0	13	0	12	2	COc1ccc(CCNC(=O)C2CCC(=O)N2S(=O)(=O)c2ccc(C)cc2)cc1 (stereo not given)	25	12
2	-2	-3	0	4	0	O=c1[nH]c2ccccc2n1CCCN1CCCCC1	-1	-2
-8	-2	-15	0	-12	-1	CCOc1ccccc1C(=O)N1CC(=O)N(Cc2ccccc2OC)CC(O)C1 (stereo not given)	-10	-9

# The list goes on, overlapping the part above by four compounds.
USP8 block	UCHL1 inh	USP28 inh	USP10 inh	OTUD3 inh	USP7 block	mol	USP30 inh	USP17 inh
-9	-1	-11	0	-11	-13	COc1ccccc1C(=O)Nc1c(C(=O)N2CCN(C)CC2)oc2ccccc12	-14	-22
-75	0	13	0	12	2	COc1ccc(CCNC(=O)C2CCC(=O)N2S(=O)(=O)c2ccc(C)cc2)cc1 (stereo not given)	25	12
2	-2	-3	0	4	0	O=c1[nH]c2ccccc2n1CCCN1CCCCC1	-1	-2
-8	-2	-15	0	-12	-1	CCOc1ccccc1C(=O)N1CC(=O)N(Cc2ccccc2OC)CC(O)C1 (stereo not given)	-10	-9
-60	2	8	-2	5	0	COc1ccccc1CC(=O)NCc1ccc(-c2nc(C)ncc2-c2cc(C)no2)cc1	15	9
15	3	10	-3	9	7	Cc1ccc(Nc2nc(N)nc(CN3CCN(c4ccccc4)CC3)n2)c(C)c1	15	2
15	2	10	6	17	5	O=C(CSc1nnc2[nH]c(=O)cc(-c3ccccc3)n12)NCC1CCCO1 (stereo not given)	9	9
3	0	-9	0	-7	2	O=C(NCC1(c2ccccc2F)CCOCC1)[C@@H]1C[C@@H]2C=C[C@H]1C2	4	-16
0	0	8	2	9	2	CCc1noc(-c2ccnc(-n3cnc(C(=O)NC4CC4)c3)c2)n1	7	13
-6	0	-6	1	-4	1	O=C(CCc1cscn1)N1CCCCC1Cn1cccn1 (stereo not given)	0	-3
25	5	-1	0	1	-10	CNc1ccc(Oc2nc(F)c(Cl)c3c2N(CC2CCCO2)CCS3(=O)=O)cc1 (stereo not given)	16	12
-31	0	8	-4	-11	-4	COc1ccc(CC(=O)Nc2cccn3c(C)nnc23)cc1Cl	-93	-20
-10	12	-6	0	-6	7	CNc1nc(C2CCN(S(=O)(=O)c3ccc(C)c(C)c3)C2)nc2c1CN(C(C)=O)CC2 (stereo not given)	-3	-1
18	1	12	13	16	11	O=C(CSc1nnnn1-c1ccc(Cl)cc1)c1ccccc1Br	13	x
42*	2	8	9	8	11	O=C(/C=C/c1cccc(F)c1)N1CCc2ccccc21	29	20
-9	6	14	13	13	-82	O=C(CC(c1ccc(F)cc1)n1cccc1)Nc1ccc(Cl)cc1 (stereo not given)	-24	18
-2	5	24	10	21	3	Cc1ccc(SCCC(=O)c2cccs2)cc1	27	23
-9	0	0	0	-2	-3	COc1cc(C#N)ccc1OCc1ncc(-c2ccccc2)o1	0	17
0	2	0	5	-4	2	COc1ccc(S(=O)(=O)NCc2cccc(-c3nn(C)cc3-c3ccncc3C)c2)cc1	-6	-3
12	3	0	4	5	7	COc1ccc(C(=O)Nc2ccc(-n3cnnn3)c(C)c2)cc1OC	6	11
-41	-76	-90	-3	-74	-50	Cc1noc(-c2cccn(Cc3nc(-c4ccc(F)c(Cl)c4)no3)c2=O)n1	-339	-139
6	3	56*	6	14	3	O=C(CNC(=O)c1cc2ccccc2o1)Nc1ccc2c(c1)OCCO2	25	63*
-12	-3	22	2	-1	-112	CC(CCc1ccccc1)NCc1c(C(=O)O)n(Cc2ccccc2)c2ccccc12 (stereo not given)	10	1
